MITF inh: MITF inhibitors, primary screen, biochemical, AlphaScreen, human; AlphaScreen MITF homodimerization, bead proximity signal; inhibition, % at 2.6 µM; hit rate 0.91% among 650,000; AID 1259374, 2018; in the data active = inhibition above about 50%;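 also: 0% = vehicle wells with protein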
Target sequence (O75030 whole entry, looked up): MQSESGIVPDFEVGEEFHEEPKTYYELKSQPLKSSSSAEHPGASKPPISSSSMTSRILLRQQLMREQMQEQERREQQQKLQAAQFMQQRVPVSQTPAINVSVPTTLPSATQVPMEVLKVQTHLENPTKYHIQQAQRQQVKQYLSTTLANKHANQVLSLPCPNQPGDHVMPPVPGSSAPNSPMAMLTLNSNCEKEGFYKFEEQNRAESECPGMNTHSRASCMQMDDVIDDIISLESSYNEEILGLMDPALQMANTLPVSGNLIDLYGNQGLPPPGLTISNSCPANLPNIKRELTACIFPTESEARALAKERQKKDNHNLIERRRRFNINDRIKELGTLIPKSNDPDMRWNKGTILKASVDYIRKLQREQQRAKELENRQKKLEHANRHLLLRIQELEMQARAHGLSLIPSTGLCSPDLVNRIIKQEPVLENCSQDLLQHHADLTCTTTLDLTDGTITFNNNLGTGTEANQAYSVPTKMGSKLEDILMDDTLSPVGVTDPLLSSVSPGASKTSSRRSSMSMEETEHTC
TEAD-YAP inh: TEAD-YAP interaction inhibition, primary screen, TEAD-YAP interaction inhibitor project, luminescence, HEK-TIYL cells; TEAD-Gal4/YAP UAS-luciferase luminescence; inhibition, % at 9.12 µM; hit rate 1.4% among 640,000; AID 1259422, 2018; in the data active = inhibition above about 32%;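 also: 0% = median of test compound wells and 100% = reference inhibitor wells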
FBW7 act: FBW7 E3 ligase activators, primary screen, biochemical, AlphaScreen, human; F-box/WD repeat-containing protein 7 (Homo sapiens), Q969H0; AlphaScreen FBW7–phospho-cyclin E peptide binding, activator screen; normalized activity (activation), % at 26.1 µM; hit rate 0.13% among 650,000; AID 1259310, 2017; in the data active = normalized activity above about 1.9%;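 also: purified mutant Fbw7 with reduced substrate affinity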
GPR151 activ: activators of human GPR151, primary screen, cell-based, PathHunter beta-arrestin, luminescence | activation, % at 11.2 µM | PathHunter beta-arrestin GPR151 cells | hit rate 1% among 650,000 | AID 1508602, 2020; in the data active = activation above about 4.9%;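 also: 0% = median of compound wells and 100% = cells with positive control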
Target sequence (Q8TDV0 whole entry, looked up): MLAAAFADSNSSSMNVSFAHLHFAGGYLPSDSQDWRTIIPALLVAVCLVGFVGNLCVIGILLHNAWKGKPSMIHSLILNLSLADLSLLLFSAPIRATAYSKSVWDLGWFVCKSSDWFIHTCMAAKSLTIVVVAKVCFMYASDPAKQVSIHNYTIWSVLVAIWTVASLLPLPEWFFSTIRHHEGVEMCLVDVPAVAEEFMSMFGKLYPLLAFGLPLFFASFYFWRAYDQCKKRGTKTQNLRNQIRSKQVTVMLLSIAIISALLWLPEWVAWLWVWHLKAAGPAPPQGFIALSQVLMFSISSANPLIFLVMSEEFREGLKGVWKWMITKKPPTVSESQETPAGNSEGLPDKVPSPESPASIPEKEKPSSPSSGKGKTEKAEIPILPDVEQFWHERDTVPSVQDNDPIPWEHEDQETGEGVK
The depositor's hits bear a star; & = joins results of further samples.

#1 CC(=O)Nc1nnc(-c2ccncc2)s1
#2 COc1cccc(C2c3c(oc4ccccc4c3=O)C(=O)N2CCCN(C)C)c1 (centres undefined)
#3 O=C(Nc1cccc(C(F)(F)F)c1)c1ccccc1Oc1ccc(C(F)(F)F)cc1[N+](=O)[O-]
#4 CC(C)(C)NC(=O)C(c1ccc(OCC(N)=O)cc1)N(C(=O)c1cccnc1)C1CC1 (centres undefined)
#5 Cc1cccc(NC(=O)c2cc[n+]([O-])cc2)c1C
#6 CCOC(=O)C1=C(C)NC(=S)NC1c1ccc(OC)c(OC)c1 (centres undefined)
#7 N#CCSc1nc2cc(C(=O)Nc3cccc(Cl)c3)ccc2c(=O)n1-c1ccccc1
#8 C=CCNC(=S)NC(=O)c1ccccc1F
#9 Clc1ccc(C2C3=C(Nc4nnnn42)c2ccccc2SC3)cc1 (centres undefined)
#10 COc1ccc(CCCC(=O)Nc2ccc(C(=O)O)cc2)cc1C

Assay by compound | 1 | 2 | 3 | 4 | 5 | 6 | 7 | 8 | 9 | 10
MITF inh | 14.2 | 0.2 | 2.9 | -8.3 | -0.6 | 0.1 | 1.4 | 6.1 | -9.5 | -22.1
TEAD-YAP inh | 0.4 | -12.5 | -2.0 | -0.9 | -1.5 | -5.1 | 1.6 | -2.2 | -2.9 | -3.7
FBW7 act | -0.3 | 0.0 | 0.0 | -0.2 | -0.1 | -0.1 | -0.1 | -0.1 | -0.2 | -0.1
GPR151 activ | -1.7 | -0.6 | -1.5 | -0.1 | -0.2 | 1.6 | -0.7 | -0.7 | 0.8 | 1.9

The closing 2 records of the part above open the next one:
#9 Clc1ccc(C2C3=C(Nc4nnnn42)c2ccccc2SC3)cc1 (centres undefined)
#10 COc1ccc(CCCC(=O)Nc2ccc(C(=O)O)cc2)cc1C
#11 CSc1cccc(NC(=O)C2C3C=CC4(O3)C2C(=O)N(Cc2ccc(C)cc2)C4C(=O)NC2CCCCC2)c1 (centres undefined)
#12 Brc1ccc(Cn2nnc(-c3ccc4c(c3)OCO4)n2)cc1
#13 CN(Cc1ccccc1)C(=O)c1nc2ccccn2c1CNCCCN1CCOCC1
#14 O=c1nc(-c2ccc(Cl)cc2)c2ccccc2[nH]1
#15 COc1cc2nc(Nc3ccnn3C)nc(Nc3ccccc3)c2cc1OC
#16 O=C(Cn1cnc2ccccc2c1=O)c1ccc(Cl)c(Cl)c1
#17 COc1ccc(I)cc1CNCCO
#18 O=C(NC1CCCC1)c1ccc(N2CCC(NCc3ccc4c(c3)OCO4)CC2)cc1
#19 CCOc1ccccc1C(=O)Nc1ccc2c(c1)OCCO2
#20 CCC(Oc1ccccc1)C(=O)NCc1ccco1 (centres undefined)

Assay by compound | 9 | 10 | 11 | 12 | 13 | 14 | 15 | 16 | 17 | 18 | 19 | 20
MITF inh | -9.5 | -22.1 | -4.6 | 17.1 | -8.1 | 10.8&23.6 | -11.1 | 7.2 | 5.3 | 18.5 | 17.3 | 9.4
TEAD-YAP inh | -2.9 | -3.7 | -8.8 | -16.8 | 0.2 | 3.0&5.2 | 1.8 | -11.8 | 1.4 | -2.1 | 2.6 | 7.8
FBW7 act | -0.2 | -0.1 | 0.0 | 0.6 | -0.1 | 0.3&0.1 | -0.1 | 0.1 | 0.2 | 0.0 | 0.0 | 0.8
GPR151 activ | 0.8 | 1.9 | 3.7 | -0.3 | 0.9 | -1.0&-2.2 | -0.4 | 0.7 | 2.5 | -0.7 | -0.1 | -1.5

#21 COC(=O)N1CCN(CCNC(=O)Nc2cccc(OC)c2)CC1
#22 COCCCN1C(=O)C2C(C(=O)Nc3ccc(C)c(Cl)c3)C3C=CC2(O3)C1C(=O)NC1CCCCC1 (centres undefined)
#23 CCOC(=O)c1ccc2nc(C(F)(F)F)[nH]c(=O)c2c1
#24 COc1cccc(N2C[C@@H]3C[C@@H](C#Cc4ccccc4)N4CCC[C@@]34C2=O)c1
#25 C=CCSc1nnc(NC(=O)C2C(C=C(Cl)Cl)C2(C)C)s1 (centres undefined)
#26 CN(C)c1cccc(Nc2nc(NCCN3CCOCC3)c3ncn(-c4ccccc4)c3n2)c1
#27 COc1ccc(CN2CCNC(=O)C2CC(=O)N2CCCCCC2)c(OC)c1 (centres undefined)
#28 Cc1cccc(NC(=O)C(CCC(N)=O)NC(=O)OCc2ccccc2)c1 (centres undefined)
#29 CC(=Nc1ccc(N)cc1)C1=C(O)c2ccccc2C1=O
#30 Cc1ccc(N(C)c2c(-c3ccccc3)c(=O)c2=O)cc1

Assay by compound | 21 | 22 | 23 | 24 | 25 | 26 | 27 | 28 | 29 | 30
MITF inh | 1.0 | 0.3 | 1.5 | 20.3 | -5.4 | 5.1 | -6.7 | -7.3 | -1.4 | 0.8
TEAD-YAP inh | -11.8 | 16.1 | 5.8 | -4.9 | -1.8 | 3.8 | -3.3 | -3.5 | -49.5 | -2.1
FBW7 act | -0.1 | -0.1 | 0.0 | 0.1 | 0.0 | 0.2 | -0.1 | -0.2 | -0.1 | 0.2
GPR151 activ | -1.1 | 0.7 | 1.0 | 0.4 | 0.4 | 0.5 | -0.3 | -1.9 | -0.3 | 0.1

Six entries already listed, arranged by formula weight, lowest first.
#30 Cc1ccc(N(C)c2c(-c3ccccc3)c(=O)c2=O)cc1
#29 CC(=Nc1ccc(N)cc1)C1=C(O)c2ccccc2C1=O
#21 COC(=O)N1CCN(CCNC(=O)Nc2cccc(OC)c2)CC1
#28 Cc1cccc(NC(=O)C(CCC(N)=O)NC(=O)OCc2ccccc2)c1 (centres undefined)
#27 COc1ccc(CN2CCNC(=O)C2CC(=O)N2CCCCCC2)c(OC)c1 (centres undefined)
#26 CN(C)c1cccc(Nc2nc(NCCN3CCOCC3)c3ncn(-c4ccccc4)c3n2)c1

Assay by compound | 30 | 29 | 21 | 28 | 27 | 26
MITF inh | 0.8 | -1.4 | 1.0 | -7.3 | -6.7 | 5.1
TEAD-YAP inh | -2.1 | -49.5 | -11.8 | -3.5 | -3.3 | 3.8
FBW7 act | 0.2 | -0.1 | -0.1 | -0.2 | -0.1 | 0.2
GPR151 activ | 0.1 | -0.3 | -1.1 | -1.9 | -0.3 | 0.5

Next structures.
#31 O=S(=O)(NCc1ccccc1)c1ccc2c(c1)Cc1ccccc1-2
#32 c1cn2c(-c3ccc4c(c3)OCO4)cnc2c(NCC2CC2)n1
#33 O=C(CC[C@H]1CN(Cc2cccc(Cl)c2)CC[C@H]1N1CCCC1)N1CCC(O)CC1
#34 CN1CCN(CC(=O)Nc2nc3c(s2)CCCC3)CC1
#35 COc1ccccc1-c1[nH]ncc1CNC1CCCC1
#36 C/C(=N\NC(N)=S)c1ccc(Cl)s1
#37 Cn1nnnc1SCC(=O)NC(C)(C)C
#38 CCc1ccc(-c2csc(N3N=C(c4cccs4)CC3c3ccc(F)cc3)n2)cc1 (centres undefined)
#39 O=C(NCC(F)(F)F)Nc1ncccn1
#40 CC(=O)Oc1ccc(N2C(=O)C3ON(c4ccccc4)C(c4ccc(F)cc4)C3C2=O)cc1 (centres undefined)

Assay by compound | 31 | 32 | 33 | 34 | 35 | 36 | 37 | 38 | 39 | 40
MITF inh | -5.0 | 14.4 | 7.3 | -8.4 | -9.1 | 11.4 | 6.2 | 12.2 | 5.0 | 8.0
TEAD-YAP inh | 3.4 | -51.8 | 3.7 | 1.4 | -3.0 | 13.0 | 4.8 | 7.5 | -0.9 | 0.3
FBW7 act | 0.1 | 0.5 | 0.0 | -0.1 | -0.1 | 0.0 | -0.1 | 0.7 | 0.0 | 0.1
GPR151 activ | 2.8 | -0.4 | -0.6 | 1.2 | -0.3 | -0.3 | -0.5 | -0.2 | 0.0 | -0.2

#41 OCC1(CCOc2ccccc2)CCN(C2CCSC2)CC1 (centres undefined)
#42 CCSc1nc2ccccc2n1CC(=O)NC(c1ccccc1)c1ccccc1
#43 Cc1c(C(=O)Nc2nc3ccc(Br)cc3s2)sc2ncn(Cc3ccccc3F)c(=O)c12
#44 O=C1CC(N2CCSCC2)C(=O)N1c1ccc(Cl)cc1 (centres undefined)
#45 CCc1cn[nH]c1C1CCN(C(=O)c2ccc(N3CCN(C)CC3)cc2)CC1
#46 CCN(CC(=O)Nc1cccc(F)c1)S(=O)(=O)c1ccc(Cl)cc1
#47 CNc1nsc(C(=O)c2ccc(F)cc2)c1N
#48 O=C(Nc1ccccc1-c1ccccc1)c1ccc2c(c1)C(=O)N(c1ccccc1-c1ccccc1)C2=O
#49 Cc1ccnc(NC(=O)CCC(=O)N(CC(=O)NC(C)(C)C)c2ccc(C(C)C)cc2)c1
#50 O=C(COc1ccc2ccccc2c1)Nc1cccc2cccnc12

Assay by compound | 41 | 42 | 43 | 44 | 45 | 46 | 47 | 48 | 49 | 50
MITF inh | 9.0 | -14.3 | 21.1 | -9.7 | -2.9 | -6.6 | -13.4 | 0.8 | 7.0 | -5.3
TEAD-YAP inh | 4.9 | -2.1 | -5.3 | -2.7 | -3.9 | -7.5 | -16.4 | 1.1 | 1.5 | -5.1
FBW7 act | 0.3 | 0.2 | 0.7 | -0.1 | 0.0 | 0.1 | 0.1 | -0.2 | 0.1 | 0.0
GPR151 activ | 0.2 | 1.6 | -1.7 | 0.0 | 0.9 | 0.2 | 0.0 | 0.4 | -0.7 | -0.6

#51 OCCN1CCN(c2ncc(-c3ccc(Cl)cc3)cn2)CC1
#52 CCOC(=O)c1ccc(NC(=O)COC(=O)c2cc(OC)c(OC)cc2[N+](=O)[O-])cc1
#53 COc1ccc(C(N)c2nc3ccc(-c4ccncc4)cc3[nH]2)cc1 (centres undefined)
#54 CC(C)(C)OC(=O)COc1ccc2cc(-c3nc4ccccc4s3)c(=O)oc2c1
#55 Cc1c(C(=O)NCc2cccnc2)sc2ncn(CC(=O)N3CC(C)CC(C)C3)c(=O)c12 (centres undefined)
#56 CCOc1cc(C(=O)NCc2n[nH]c(=S)n2-c2cccc(C)c2)cc(OCC)c1OCC
#57 CC(=O)Nc1nc(-c2ccc(C(C)(C)C)cc2)nc2c1c(=O)oc1ccccc12
#58 COc1cccc2sc(N3CCOCC3)nc12
#59 CCOC(=O)c1c(NC(=O)c2ccc([N+](=O)[O-])o2)sc2c1CCN(C(C)=O)C2
#60 COC(=O)c1c(C)[nH]c(C(=O)CN2CCOCC2)c1C

Assay by compound | 51 | 52 | 53 | 54 | 55 | 56 | 57 | 58 | 59 | 60
MITF inh | -12.4 | 7.8 | 34.4 | 14.2 | 2.8 | -3.6 | -1.5 | 15.7 | -0.2 | 3.0
TEAD-YAP inh | -30.4 | 11.0 | -1.6 | 1.1 | 1.5 | 0.7 | 3.7 | -32.9 | 1.5 | 6.8
FBW7 act | 0.5 | -0.1 | -1.4 | 0.0 | 0.0 | 0.0 | 0.0 | 2.0* | -0.1 | 0.2
GPR151 activ | -1.6 | -0.6 | -1.7 | 0.0 | -0.3 | -1.0 | 0.1 | 0.0 | 0.9 | -1.5

#61 CCOCC(=O)Nc1ccc([N+](=O)[O-])cc1C
#62 CC(=O)O[C@H]1C[C@@H](OC(C)=O)C(C)(C)C2C[C@@H](OC(C)=O)[C@@]3(C)C4=CC(=O)O[C@@H](c5ccoc5)[C@]4(C)CCC3[C@]21C (some centres undefined)
#63 Cc1csc(N/N=C/c2ccc([N+](=O)[O-])cc2)n1
#64 COc1ccc(Nc2nc(NCCO)nc(OC)n2)cc1
#65 COc1ccc(NC(=O)c2cc(Cl)ccc2OC)cc1OC
#66 CS(=O)(=O)N(CC(N)=O)Cc1ccc(Cl)cc1
#67 COc1ccc(C)cc1-n1nnc(-c2nc(-c3ccncc3)no2)c1N
#68 CCOC(=O)c1c(C)nc(SC)c(C#N)c1-c1ccccc1
#69 Cc1ccc(S(=O)(=O)N2CCN(c3ccc([N+](=O)[O-])c(NCc4ccc(C(C)C)cc4)c3)CC2)cc1
#70 CN(C(=O)Cc1c[nH]c2ccccc12)C(C(=O)Nc1ccc2c(c1)OCCO2)c1ccccc1 (centres undefined)
#71 COC(CNC(=O)C1CCCN(C(=O)c2cc3sccc3n2C)C1)OC (centres undefined)
#72 CCOC(=O)c1oc2ccccc2c1CN1CCCCC1
#73 Cn1c(=O)c2cc(C(=O)Nc3ccccc3F)sc2n(C)c1=O

Assay by compound | 61 | 62 | 63 | 64 | 65 | 66 | 67 | 68 | 69 | 70 | 71 | 72 | 73
MITF inh | 17.9 | -15.8 | 8.7 | 4.6 | 16.4 | -6.7 | 4.9 | -4.8 | 5.1 | 2.7 | -0.2 | 2.8 | 14.4
TEAD-YAP inh | 9.5 | -1.7 | -57.4 | -5.4 | -4.5 | 3.4 | -7.7 | -8.9 | -6.0 | 7.4 | -5.8 | 3.9 | 8.7
FBW7 act | 0.1 | 0.1 | -0.7 | 0.1 | 0.1 | -0.1 | 0.0 | 0.3 | 0.6 | -0.1 | -0.1 | 0.0 | 1.0
GPR151 activ | -0.7 | -0.6 | 0.1 | 0.6 | 0.9 | 1.8 | -0.2 | -0.2 | -0.1 | -1.0 | -0.4 | 0.1 | -1.7
